GRK2 aptamer HTS = inhibitors of human GRK2 displacing RNA aptamer; bead flow cytometry, FAM-aptamer displacement from GRK2; inhibition of aptamer binding, % at 10 µM; actives 0.59% (n = 330,000); AID 488847;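 active = inhibition of aptamer binding above 40%, roughly 3 SD of noise, on plates passing a quality check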;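 also: median bead fluorescence of bound FAM aptamer so fluorescent compounds give negative values; no value below 0 was filed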
Target sequence (P25098 whole entry, looked up): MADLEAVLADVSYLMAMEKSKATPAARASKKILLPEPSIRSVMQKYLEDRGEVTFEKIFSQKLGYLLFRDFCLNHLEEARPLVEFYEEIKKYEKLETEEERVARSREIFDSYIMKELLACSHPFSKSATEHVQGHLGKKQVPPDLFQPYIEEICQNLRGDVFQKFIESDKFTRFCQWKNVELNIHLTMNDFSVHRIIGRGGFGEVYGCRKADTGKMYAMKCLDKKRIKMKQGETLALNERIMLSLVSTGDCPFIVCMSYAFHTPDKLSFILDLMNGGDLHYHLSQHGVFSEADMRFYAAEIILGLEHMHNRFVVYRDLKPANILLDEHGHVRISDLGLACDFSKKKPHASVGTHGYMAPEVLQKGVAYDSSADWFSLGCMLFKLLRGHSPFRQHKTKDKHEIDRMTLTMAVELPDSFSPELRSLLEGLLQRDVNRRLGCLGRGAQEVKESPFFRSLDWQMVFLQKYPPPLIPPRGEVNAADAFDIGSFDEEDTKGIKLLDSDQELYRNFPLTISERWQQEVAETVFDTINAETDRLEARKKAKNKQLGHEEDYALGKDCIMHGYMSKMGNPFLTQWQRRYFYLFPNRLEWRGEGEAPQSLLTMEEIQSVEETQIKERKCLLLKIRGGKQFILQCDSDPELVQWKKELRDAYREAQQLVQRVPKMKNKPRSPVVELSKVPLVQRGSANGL
MEP2-GFP yeast = yeast TOR pathway MEP2-GFP modulation. S. cerevisiae MEP2-GFP strain, flow cytometry GFP, 3 h; 100% = DMSO control level. actives 0.51% (n = 330,000). GFP response vs DMSO, % at 10 µM;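 active = GFP response versus DMSO above a set limit, roughly screen mean plus 3 SD, cut at about 180% in these data; inconclusive = fewer than 70 cells counted for a yeast strain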;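 also: median GFP fluorescence of the barcode-gated MEP2-GFP cells per well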
RPL19A-GFP yeast = modulators of TOR pathway RPL19A-GFP in S. cerevisiae | S. cerevisiae RPL19A-GFP strain, flow cytometry, 3 h; stronger effect = lower value | percent response vs DMSO, % at 10 µM | actives 0.3% (n = 330,000) | AID 2025;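 active = percent response vs DMSO below 50%; inconclusive = fewer than 70 events counted for the yeast strain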;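 also: median channel GFP fluorescence of the barcoded RPL19A-GFP strain; ratio of sample median GFP to plate DMSO average so 100% = DMSO; lower means less RPL19A-GFP as with rapamycin TOR inhibition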
LAP4 TOR yeast = alters LAP4-GFP fluorescence in TOR pathway yeast screen | S. cerevisiae LAP4-GFP multiplex, flow cytometry GFP, 3 h; median GFP as percent of DMSO wells | actives 0.34% (n = 320,000) | GFP response vs DMSO, % at 10 µM;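 active = GFP response vs DMSO above a set limit, about the screen mean plus 3 SD, cut at about 150% in these data; inconclusive = under 70 cell events counted for the yeast strain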
GASC-1 inh = inhibitors of human GASC-1 (JMJD2C) demethylase | AID 2099 | GST-JMJD2C(1-420) H3K9me3 demethylation, DELFIA europium | inhibition, % at 2.35 µM | actives 0.069% (n = 330,000);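 active = more than half of a compound's replicate wells show inhibition beyond 50%, single wells judged on their own value; inconclusive = some, but no more than half, of replicates pass 50% inhibition; inactive = no replicate passes 50% inhibition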;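 also: signal counts dimethyl H3K9 product captured on neutravidin plate; 0% = median of DMSO wells and 100% = 0.3 times that DMSO median; strong numbers were not always called active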
Target sequence (Q9H3R0 1-420 limits assumed): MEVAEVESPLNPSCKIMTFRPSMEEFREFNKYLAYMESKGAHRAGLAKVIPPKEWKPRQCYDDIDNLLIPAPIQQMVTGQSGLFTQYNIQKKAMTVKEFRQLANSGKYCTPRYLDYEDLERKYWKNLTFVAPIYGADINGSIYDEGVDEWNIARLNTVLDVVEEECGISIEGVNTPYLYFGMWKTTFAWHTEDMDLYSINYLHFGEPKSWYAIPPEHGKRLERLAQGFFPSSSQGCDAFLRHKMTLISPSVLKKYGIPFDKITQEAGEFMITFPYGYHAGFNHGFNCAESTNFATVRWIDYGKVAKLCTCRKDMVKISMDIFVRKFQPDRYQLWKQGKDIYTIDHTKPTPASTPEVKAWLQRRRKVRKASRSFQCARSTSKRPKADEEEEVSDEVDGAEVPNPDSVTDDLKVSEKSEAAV
CIT2-GFP yeast = alters CIT2-GFP fluorescence in TOR pathway yeast screen. actives 0.065% (n = 320,000). GFP response vs DMSO, % at 10 µM. AID 2029. S. cerevisiae CIT2-GFP strain, flow cytometry, 3 h; 100 means same as DMSO wells;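 active = GFP response relative to DMSO above a set limit, near the screen mean plus 3 SD, cut at about 150% in these data; inconclusive = Fewer than 70 cells measured for a yeast strain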;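 also: ratio of well median GFP fluorescence to mean of DMSO wells on the plate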
VLA-4 inh = inhibition in a human VLA-4 binding assay; P13612; VLA-4 expressing cells, ligand binding flow cytometry; inhibition, % (about 7 µM as worked out from the volumes in the protocol); actives 0.2% (n = 330,000); in the data active = inhibition above about 50%
AGP1-GFP MLPCN = yeast TOR pathway AGP1-GFP modulation | AID 2066 | GFP response vs DMSO, % at 10 µM | actives 0.02% (n = 320,000) | S. cerevisiae AGP1-GFP multiplex flow cytometry, 3 h; GFP as percent of DMSO wells;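 active = GFP response relative to DMSO above a set limit, near screen average plus 3 SD, cut at about 150% in these data; inconclusive = fewer than 70 cells counted for the yeast strain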;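 also: median GFP channel fluorescence of the gated AGP1 strain per well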
* hit, by the source's call; [ ] = another dose, or the depositor's remark.

How did CC1CCCC(NC(=O)COC(=O)c2cc3ccccc3oc2=O)C1C (stereo unspecified) do in these assays?
GRK2 aptamer HTS: 1.0; MEP2-GFP yeast: 90.8; RPL19A-GFP yeast: 93.6; LAP4 TOR yeast: 90.5; GASC-1 inh: 4.2; CIT2-GFP yeast: 82.7; VLA-4 inh: -17.9; AGP1-GFP MLPCN: 81.4

What do the screens show for `O=C(c1ccc(F)cc1)N1CCC(C(=O)N2CCN(S(=O)(=O)c3cccc(Cl)c3)CC2)CC1`?
GRK2 aptamer HTS: 0.0; MEP2-GFP yeast: 107.3; RPL19A-GFP yeast: 100.8; LAP4 TOR yeast: 105.2; GASC-1 inh: -0.6; CIT2-GFP yeast: 101.2; VLA-4 inh: 1.7; AGP1-GFP MLPCN: 104.8

Results for COc1ccc(C2NC(=S)N(c3ccccc3)C(C)=C2C(=O)Nc2ccccc2)cc1 (stereo unspecified) ?
GRK2 aptamer HTS: 0.0; MEP2-GFP yeast: 94.8; RPL19A-GFP yeast: 100.1; LAP4 TOR yeast: 98.3; GASC-1 inh: -4.5; CIT2-GFP yeast: 84.7; VLA-4 inh: 6.4; AGP1-GFP MLPCN: 96.8

Results for COc1ccc(N2CCN(C(CNC(=O)c3cccs3)c3ccco3)CC2)cc1 (stereo unspecified) ?
GRK2 aptamer HTS: 0.0; MEP2-GFP yeast: 105.1; RPL19A-GFP yeast: 102.6; LAP4 TOR yeast: 113.4; GASC-1 inh: -8.1; CIT2-GFP yeast: 101.3; VLA-4 inh: 7.1; AGP1-GFP MLPCN: 111.0

Results for Cc1ccc(-n2nc3c(=O)n(CCCC(=O)NCc4cccc(F)c4)nc(C)c3c2C)cc1 ?
GRK2 aptamer HTS: 4.0; MEP2-GFP yeast: 100.4; RPL19A-GFP yeast: 98.4; LAP4 TOR yeast: 108.0; GASC-1 inh: 2.8; CIT2-GFP yeast: 99.5; VLA-4 inh: -4.0; AGP1-GFP MLPCN: 108.6

What do the screens show for `Cn1cc(Cl)c(-c2n[nH]c(=S)n2-c2ccc(F)cc2)n1`?
GRK2 aptamer HTS: 2.0; MEP2-GFP yeast: 107.9; RPL19A-GFP yeast: 100.7; LAP4 TOR yeast: 95.0; GASC-1 inh: -5.7; CIT2-GFP yeast: 100.8; VLA-4 inh: 6.3; AGP1-GFP MLPCN: 97.1

How did O=C(Nc1ccc([N+](=O)[O-])cn1)C1CCCCC1 do in these assays?
GRK2 aptamer HTS: 0.0; MEP2-GFP yeast: 95.7; RPL19A-GFP yeast: 95.8; LAP4 TOR yeast: 94.8; GASC-1 inh: -28.8; CIT2-GFP yeast: 90.8; VLA-4 inh: -8.2; AGP1-GFP MLPCN: 91.0

Results for O=C(O)CC(CC(=O)Nc1ccc2ccccc2n1)c1ccccc1 (stereo unspecified) ?
GRK2 aptamer HTS: 2.0; MEP2-GFP yeast: 93.3; RPL19A-GFP yeast: 93.0; LAP4 TOR yeast: 97.6; GASC-1 inh: 8.7; CIT2-GFP yeast: 95.8; VLA-4 inh: -4.3; AGP1-GFP MLPCN: 94.9

What do the screens show for `COCCN1CC(C(=O)NCc2ncccc2C)CCC1=O` (stereo unspecified)?
GRK2 aptamer HTS: 3.0; MEP2-GFP yeast: 102.5; RPL19A-GFP yeast: 98.0; LAP4 TOR yeast: 100.4; GASC-1 inh: 28.6; CIT2-GFP yeast: 105.6; VLA-4 inh: 9.7; AGP1-GFP MLPCN: 100.9

How did Cc1ccc2c(c1)C1(OCCO1)C(=O)N2 do in these assays?
GRK2 aptamer HTS: 2.0; MEP2-GFP yeast: 100.5; RPL19A-GFP yeast: 103.7; LAP4 TOR yeast: 91.9; GASC-1 inh: -4.6; VLA-4 inh: -2.8; AGP1-GFP MLPCN: 105.9

Results for Nc1cccc2c1C(=O)N(C(=O)c1ccc(Cl)c(S(=O)(=O)N3CCCCCC3)c1)C2=O ?
GRK2 aptamer HTS: 5.0; MEP2-GFP yeast: 92.8; RPL19A-GFP yeast: 93.6; GASC-1 inh: -1.4; CIT2-GFP yeast: 98.0; VLA-4 inh: -0.1; AGP1-GFP MLPCN: 78.8

Results for O=C(COc1ccc2c3c(c(=O)oc2c1)CCC3)NCc1cccnc1 ?
GRK2 aptamer HTS: 0.0; MEP2-GFP yeast: 98.4; RPL19A-GFP yeast: 94.6; LAP4 TOR yeast: 90.8; GASC-1 inh: 12.6; CIT2-GFP yeast: 95.4; VLA-4 inh: 8.5; AGP1-GFP MLPCN: 70.3

Results for CCOC(=O)C1=C(CC)OC(N)=C(C#N)C1c1ccsc1 (stereo unspecified) ?
GRK2 aptamer HTS: 0.0; MEP2-GFP yeast: 103.5; RPL19A-GFP yeast: 103.0; LAP4 TOR yeast: 103.6; GASC-1 inh: 2.8; CIT2-GFP yeast: 92.5; VLA-4 inh: 15.2; AGP1-GFP MLPCN: 94.2

How did Cn1c(CN2CCCC2)nc2cc(NC(=O)Nc3ccccc3)ccc21 do in these assays?
GRK2 aptamer HTS: 0.0; MEP2-GFP yeast: 95.4; RPL19A-GFP yeast: 95.3; LAP4 TOR yeast: 87.5; GASC-1 inh: 4.8; CIT2-GFP yeast: 95.7; VLA-4 inh: -167.0; AGP1-GFP MLPCN: 102.0

How did COc1cccc(NC(=O)[C@@H]2CCCN2C(=O)[C@@H]2Cc3ccccc3CN2C(=O)OC(C)(C)C)c1 do in these assays?
GRK2 aptamer HTS: 2.0; MEP2-GFP yeast: 159.3[may fluoresce violet]; RPL19A-GFP yeast: 19.2*[may fluoresce violet]; LAP4 TOR yeast: 78.1[may fluoresce violet]; GASC-1 inh: 6.9; CIT2-GFP yeast: inconclusive; VLA-4 inh: 0.3; AGP1-GFP MLPCN: 16.3[may fluoresce violet]

Results for O=C(Cc1ccccc1)NC(=S)Nc1cc(C(F)(F)F)ccc1Cl ?
GRK2 aptamer HTS: 2.0; MEP2-GFP yeast: 100.5; RPL19A-GFP yeast: 95.7; LAP4 TOR yeast: 99.6; GASC-1 inh: 2.9; CIT2-GFP yeast: 98.7; VLA-4 inh: -1.3; AGP1-GFP MLPCN: 96.8

Results for Oc1ccc(Nc2nc(-c3ccc4ccccc4c3)cs2)cc1 ?
GRK2 aptamer HTS: 1.0; MEP2-GFP yeast: 100.8; LAP4 TOR yeast: 126.7; GASC-1 inh: -2.0; CIT2-GFP yeast: 104.5; VLA-4 inh: 2.4; AGP1-GFP MLPCN: 91.3

What do the screens show for `CCN(Cc1ccccc1)C(=O)Cn1cnc2c1c(=O)n(C)c(=O)n2C`?
GRK2 aptamer HTS: 5.0; MEP2-GFP yeast: 104.4; RPL19A-GFP yeast: 101.7; LAP4 TOR yeast: 100.6; GASC-1 inh: 5.4; CIT2-GFP yeast: 105.2; VLA-4 inh: -3.2; AGP1-GFP MLPCN: 103.8

What do the screens show for `CC(C)c1nc(N2CCOCC2)c(C#N)c2c1COC(C)(C)C2`?
GRK2 aptamer HTS: 5.0; MEP2-GFP yeast: 94.7; RPL19A-GFP yeast: 98.7; LAP4 TOR yeast: 111.0; GASC-1 inh: 6.4; CIT2-GFP yeast: 97.1; VLA-4 inh: 3.2; AGP1-GFP MLPCN: 97.5

How did Cc1cccn2c(=O)c3cc(C(=O)NC(C)C)c(=N)n(Cc4ccncc4)c3nc12 do in these assays?
GRK2 aptamer HTS: 3.0; MEP2-GFP yeast: 135.5[may fluoresce violet]; RPL19A-GFP yeast: 51.9[may fluoresce violet]; LAP4 TOR yeast: 79.3[may fluoresce violet]; GASC-1 inh: 4.2; CIT2-GFP yeast: inconclusive; VLA-4 inh: 0.2; AGP1-GFP MLPCN: inconclusive

How did COc1ccc(Nc2ccc(N3C(=O)CC(C)C3=O)cc2[N+](=O)[O-])cn1 (stereo unspecified) do in these assays?
GRK2 aptamer HTS: 6.0; MEP2-GFP yeast: 93.0; RPL19A-GFP yeast: 96.9; LAP4 TOR yeast: 97.5; GASC-1 inh: 12.1; CIT2-GFP yeast: 95.3; VLA-4 inh: 7.0; AGP1-GFP MLPCN: 101.2

Results for C=CCc1cccc(CNc2c(C)cc(C)cc2C)c1O ?
GRK2 aptamer HTS: 0.0; MEP2-GFP yeast: 105.4; RPL19A-GFP yeast: 104.3; LAP4 TOR yeast: 94.8; GASC-1 inh: 3.0; CIT2-GFP yeast: 105.8; VLA-4 inh: 0.0; AGP1-GFP MLPCN: 101.2

Results for Cc1nnc(SCC(=O)Nc2ncc3c(n2)CC(C)(C)CC3=O)s1 ?
GRK2 aptamer HTS: 0.0; MEP2-GFP yeast: 101.3; RPL19A-GFP yeast: 104.3; LAP4 TOR yeast: 95.4; GASC-1 inh: 4.3; CIT2-GFP yeast: 102.6; VLA-4 inh: -3.5; AGP1-GFP MLPCN: 110.2

How did N#Cc1c(SCC(=O)Nc2nccs2)nc2c(c1-c1ccco1)CCCC2 do in these assays?
GRK2 aptamer HTS: 0.0; MEP2-GFP yeast: 122.6; RPL19A-GFP yeast: 90.2; LAP4 TOR yeast: 87.9; GASC-1 inh: -11.9; CIT2-GFP yeast: 89.3; VLA-4 inh: 20.6; AGP1-GFP MLPCN: 96.2

Results for CC1CC(C)CN(C(=O)COC(=O)Cc2ccc(Cl)cc2)C1 (stereo unspecified) ?
GRK2 aptamer HTS: 0.0; MEP2-GFP yeast: 103.5; RPL19A-GFP yeast: 101.8; LAP4 TOR yeast: 90.0; GASC-1 inh: -6.3; CIT2-GFP yeast: 74.5; VLA-4 inh: 0.0; AGP1-GFP MLPCN: 69.3

What do the screens show for `Cc1cc(=O)oc2c(C)c(OC(C)C(=O)N3CC[C@@]4(O)CCCC[C@H]4C3)ccc12` (stereo partly specified)?
GRK2 aptamer HTS: 0.0; MEP2-GFP yeast: 96.1; RPL19A-GFP yeast: 97.0; LAP4 TOR yeast: 103.9; GASC-1 inh: 2.3; CIT2-GFP yeast: 98.8; VLA-4 inh: 2.1; AGP1-GFP MLPCN: 97.6

What do the screens show for `O=C(OCc1nc2ccccc2s1)c1ccco1`?
GRK2 aptamer HTS: 0.0; MEP2-GFP yeast: 97.2; RPL19A-GFP yeast: 96.8; LAP4 TOR yeast: 104.2; GASC-1 inh: -9.4; CIT2-GFP yeast: 96.8; VLA-4 inh: 8.3; AGP1-GFP MLPCN: 94.6

What do the screens show for `O=C(NNC(=O)c1ccc(Oc2cc(Cl)cc(Cl)c2)o1)c1ccccc1`?
MEP2-GFP yeast: 104.8; RPL19A-GFP yeast: 98.0; LAP4 TOR yeast: 107.2; GASC-1 inh: 4.1; CIT2-GFP yeast: 102.4; VLA-4 inh: 4.4; AGP1-GFP MLPCN: 101.6

What do the screens show for `COc1ccc2cc(CN(CC3CCCO3)C(=O)Nc3ccccc3OC)c(=O)[nH]c2c1` (stereo unspecified)?
GRK2 aptamer HTS: 0.0; MEP2-GFP yeast: 102.2; RPL19A-GFP yeast: 97.9; LAP4 TOR yeast: 101.7; GASC-1 inh: -15.1; CIT2-GFP yeast: 100.8; VLA-4 inh: -0.6; AGP1-GFP MLPCN: 103.5

How did O=c1[nH]c(/C=C/c2ccc(Br)cc2)nc2ccccc12 do in these assays?
GRK2 aptamer HTS: 18.0; MEP2-GFP yeast: 103.3; RPL19A-GFP yeast: 99.2; LAP4 TOR yeast: 106.3; GASC-1 inh: 12.6; CIT2-GFP yeast: 95.3; VLA-4 inh: -5.8; AGP1-GFP MLPCN: 105.0

Results for Cc1c(Nc2c3ccccc3nc3ccccc23)c(=O)n(-c2ccccc2)n1C ?
GRK2 aptamer HTS: 4.0; MEP2-GFP yeast: 107.7; RPL19A-GFP yeast: 88.2; LAP4 TOR yeast: 93.5; GASC-1 inh: 14.6; CIT2-GFP yeast: 93.5; VLA-4 inh: -0.3; AGP1-GFP MLPCN: 68.8
